# BioA inh = blocks M. tuberculosis BioA enzyme activity | purified M. tuberculosis BioA enzyme, plate reader | inhibition, % at 9.99 µM | AID 602481 | 360,000 tested, 0.096% active; in the data active = inhibition above about 40%; inconclusive = no clear call, values can overlap the other calls
# Anthrax LF inh2 = anthrax lethal factor protease inhibition | inhibition, % at 10 µM | 360,000 tested, 0.12% active | multiplex microsphere protease cleavage assay, LF | P15917; also: plate controls were buffer without enzyme for full effect and enzyme alone for no effect
# PfHsp40 rescue = rescue of PfHsp40-mediated yeast toxicity; S. cerevisiae expressing PfHsp40, growth rescue, ATP luminescence; growth rescue, % at 12.5 µM; 340,000 tested, 0.68% active; AID 504582; in the data active = growth rescue above about 28%, passing the limit was not always enough; inconclusive = no clear call, values can overlap the other calls;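 also: yeast W303a lacking pdr1 and pdr3 grown in galactose medium; growth measured after three days at 30 °C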
# BoNT-A LC inh2 = inhibitors of Botulinum neurotoxin A light chain protease. AID 588499. multiplex microsphere protease substrate cleavage, flow cytometry. 360,000 tested, 0.17% active. inhibition, % at 10 µM; also: plate controls were buffer without enzyme for full effect and enzyme alone for no effect
# UGM FP inh = Mtb UDP-galactopyranose mutase inhibition; P9WIQ1; purified UGM, fluorescence polarization probe displacement; inhibition, % at 10 µM; 320,000 tested, 0.06% active; AID 504406; in the data active = inhibition above about 10%, passing the limit was not always enough; inconclusive = no clear call, values can overlap the other calls
# Target sequence (P9WIQ1 whole entry, looked up): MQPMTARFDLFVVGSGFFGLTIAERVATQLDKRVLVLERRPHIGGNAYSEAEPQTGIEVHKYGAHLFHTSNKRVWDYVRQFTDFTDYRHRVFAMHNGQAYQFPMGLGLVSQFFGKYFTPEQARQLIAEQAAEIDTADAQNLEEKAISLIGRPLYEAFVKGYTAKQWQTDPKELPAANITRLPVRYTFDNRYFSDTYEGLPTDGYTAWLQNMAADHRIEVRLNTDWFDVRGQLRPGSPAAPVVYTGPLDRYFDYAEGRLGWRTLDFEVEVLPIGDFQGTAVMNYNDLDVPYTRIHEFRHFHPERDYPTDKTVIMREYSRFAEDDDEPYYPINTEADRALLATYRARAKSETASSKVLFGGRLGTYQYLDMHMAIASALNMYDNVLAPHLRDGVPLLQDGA
# FadD28 FP inh = M. tuberculosis FadD28 bisubstrate binding inhibition. FadD28 bisubstrate probe binding, fluorescence polarization. inhibition, % at 12.5 µM. 360,000 tested, 0.22% active; in the data active = inhibition above about 8.5%, passing the limit was not always enough; inconclusive = no clear call, values can overlap the other calls
# Mtb FBA inh = Mtb fructose-bisphosphate aldolase inhibition | purified M. tuberculosis FBA, fluorescence read-out | inhibition, % at 1 µM | P9WQA3 | 360,000 tested, 2.3% active; in the data active = inhibition above about 27%;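 also: 0% = vehicle and 100% = reference inhibitor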
# Target sequence (P9WQA3 whole entry, looked up): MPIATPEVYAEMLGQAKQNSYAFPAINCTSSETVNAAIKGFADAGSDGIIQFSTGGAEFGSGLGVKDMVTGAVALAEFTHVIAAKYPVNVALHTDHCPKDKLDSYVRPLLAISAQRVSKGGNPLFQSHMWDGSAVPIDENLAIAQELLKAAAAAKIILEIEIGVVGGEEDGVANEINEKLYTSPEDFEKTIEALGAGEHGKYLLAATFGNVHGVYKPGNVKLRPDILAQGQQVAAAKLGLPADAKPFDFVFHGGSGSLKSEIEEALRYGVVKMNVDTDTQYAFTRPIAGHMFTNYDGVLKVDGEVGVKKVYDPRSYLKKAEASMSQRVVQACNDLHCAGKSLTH
# GDH-TPI inh = GDH-TPI coupled enzyme inhibition counter-screen | inhibition, % at 4.8 µM | GDH-TPI coupled enzyme counterscreen, NADH absorbance | AID 588335 | 360,000 tested, 1.2% active; in the data active = inhibition above about 30%;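 also: 0% = DMSO wells and 100% = wells lacking the enzyme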
# BoNT F protease = blocks Botulinum neurotoxin F light chain protease | Multiplex microsphere protease cleavage assay, flow cytometry | inhibition, % at 10 µM | 360,000 tested, 0.22% active | AID 588497; in the data active = inhibition above about 35%, passing the limit was not always enough; inconclusive = no clear call, values can overlap the other calls; also: plate controls were buffer without enzyme for full effect and enzyme alone for no effect
# * marks the source's active call; other numbers are inactive results; ? = inconclusive; nt = not tested or not shown. Rule as the data show it, unless noted: active = inhibition above about 30%; inconclusive = no clear call, values can overlap the other calls; inactive = below that.
SMILES,BioA inh,Anthrax LF inh2,PfHsp40 rescue,BoNT-A LC inh2,UGM FP inh,FadD28 FP inh,Mtb FBA inh,GDH-TPI inh,BoNT F protease
Cc1ccc(CNC(=O)c2cc(COc3c(F)cccc3F)on2)s1,-2.3,-3,-0.5,-0.8,1.2,-3.5,-1,-12,-3
COc1cc([N+](=O)[O-])ccc1NC(=O)Nc1ccc(C(=O)N2CCCC2)cc1,0.3,-1,-0.3,-1.7,1.3,-1.8,2,7,-3
O=C(COC(=O)/C=C/c1ccccc1[N+](=O)[O-])NC1CC1,-0.8,-4,0.2,-0.8,-3.3,-0.3,1,15,-8
COc1ccccc1N1CCN(C(=O)c2cn(-c3ccccc3)nc2-c2cccnc2)CC1,-2.3,4,2.4,-1.9,1.8,-1.4,0,13,-18
COc1ccc(/C=C/C(=O)Nc2ccccc2)cc1OC,nt,-3,-0.4,0.2,-0.7,-1.6,-3,8,3
Cc1ccc(NC(=O)C(=O)c2c[nH]c3ccccc23)cc1,-1.3,2,0.7,-1.1,0.2,-1.6,0,22,-7
CC(C)NC(=O)c1ccc2c(c1)nnn2C,nt,7,-1.8,3.3,0.7,0.3,1,-2,20
COc1ccc2c(c1)CCCN2C(N)=Nc1ccc(Cl)cc1,-0.9,20,-0.2,4.2,-1.5,-2.5,0,1,22
CCOC(=O)Cn1c(=O)oc2cc(S(=O)(=O)NCc3cccs3)ccc21,-0.3,-1,1.6,-0.7,0.6,0.4,4,4,-1
CC(=O)Nc1ccc(CN2C(=O)C(C)(C)ON=C2c2ccc(C(F)(F)F)cc2)cc1,0.3,-9,nt,-0.7,nt,-2.3,3,6,-12
CCCC/C(O)=C1\C(=O)CC(C)(C)CC1=NCCCCCC(=O)O,nt,-3,0.6,-0.2,-1.0,-0.9,0,1,6
c1ccc(SCc2cc(-c3ccccc3)no2)cc1,nt,3,-0.3,0.1,-2.8,-0.5,6,-3,-4
CC(=O)Nc1ccc(-c2cc(-c3ccc(NC(C)=O)cc3)nc(-c3ccccc3)n2)cc1,-5.3,-4,-0.4,-1.7,-0.1,2.8,3,8,-14
Cc1ccc(NC(=O)C2CCN(c3nc(C)cc(C)n3)CC2)cc1,-0.9,-6,0.1,0.0,2.3,-0.6,10,0,-5
Cc1ccc(-n2c(CSc3nc(C)cc(C)n3)nnc2SCC(=O)N2CCCC2)cc1,nt,2,-0.5,0.4,1.8,-2.5,-1,-1,-4
Cc1cc2cc(CNC(=O)c3ccc4c(c3)OCO4)ccc2[nH]1,-1.1,-41,2.9,67*,1.9,-4.6,2,16,-85
CC(C)(C)OC(=O)C[C@@H]1C/C=C\C[C@H](CC(=O)N[C@H](CO)Cc2ccccc2)C(=O)N[C@@H](Cc2ccccc2)COC1=O,-1.8,0,-1.1,0.1,-1.3,-1.4,4,-9,-4
CCCCN(C(=O)CSc1nnc(-c2ccco2)o1)c1c(N)n(Cc2ccccc2)c(=O)[nH]c1=O,-2.1,-2,0.5,0.1,0.8,-1.5,-3,9,2
COc1ccc(C(CNC(=O)c2oc3ccc(F)cc3c2C)N2CCCCC2)cc1 (stereo unspecified),2.8,-1,-0.9,1.6,-1.1,-4.2,0,-6,7
O=C1NCCCC1C(=O)N/N=C/c1cccc([N+](=O)[O-])c1 (stereo unspecified),-1.4,-16,4.3,5.3,-0.9,1.2,-1,2,-34
CSc1ccc(S(=O)(=O)NC(C)c2ccccc2)cc1 (stereo unspecified),nt,5,0.2,-0.1,-1.6,-3.6,0,-1,-8
CCOC(=O)c1nn(-c2ccc(C)cc2)cc1O,0.5,3,3.0,0.1,-0.9,0.4,8,9,1
NNC(=O)c1oc2nc(-c3ccccc3)cc(-c3ccccc3)c2c1N,-4.7,-7,0.1,-3.1,-0.7,-0.3,11,11,29
CCC(C)(C)C1CCC2(CC1)NC(=O)N(CC(=O)N1CCN(C(=O)c3ccco3)CC1)C2=O (stereo unspecified),-1.1,nt,0.0,nt,0.9,-3.6,0,-5,nt
COc1ccccc1-c1cn(C(C)(C)C)nc1C,nt,0,-0.1,-0.3,1.5,0.3,-2,0,4
CC1(C)CC(C2N3CC4(C)CN2CC(C)(C3)C4=O)CCO1 (stereo unspecified),0.6,2,-0.4,0.1,-0.5,-2.4,0,-11,1
Oc1ccc(/C=N/n2c(C3CCCCC3)n[nH]c2=S)c(O)c1,-1.9,9,0.6,2.6,1.4,?,-3,25,-14
CCOC(=O)c1c(-c2cccs2)csc1NC(C)=O,nt,0,-1.0,-0.7,0.2,-1.0,0,9,3
FC(F)(F)c1cc(-c2ccco2)nc2ncnn12,-0.6,2,-0.3,0.3,-3.3,-1.5,27*,17,-3
Nc1ncnc(Nc2cccc(Cl)c2Cl)n1,1.3,3,-1.4,0.0,-0.8,-3.4,-7,6,5

# A second format for six compounds above:
Molecule | BioA inh | Anthrax LF inh2 | PfHsp40 rescue | BoNT-A LC inh2 | UGM FP inh | FadD28 FP inh | Mtb FBA inh | GDH-TPI inh | BoNT F protease
CCOC(=O)Cn1c(=O)oc2cc(S(=O)(=O)NCc3cccs3)ccc21 | -0.3 | -1 | 1.6 | -0.7 | 0.6 | 0.4 | 4 | 4 | -1
CC(=O)Nc1ccc(CN2C(=O)C(C)(C)ON=C2c2ccc(C(F)(F)F)cc2)cc1 | 0.3 | -9 | nt | -0.7 | nt | -2.3 | 3 | 6 | -12
CCCC/C(O)=C1\C(=O)CC(C)(C)CC1=NCCCCCC(=O)O | nt | -3 | 0.6 | -0.2 | -1.0 | -0.9 | 0 | 1 | 6
c1ccc(SCc2cc(-c3ccccc3)no2)cc1 | nt | 3 | -0.3 | 0.1 | -2.8 | -0.5 | 6 | -3 | -4
CC(=O)Nc1ccc(-c2cc(-c3ccc(NC(C)=O)cc3)nc(-c3ccccc3)n2)cc1 | -5.3 | -4 | -0.4 | -1.7 | -0.1 | 2.8 | 3 | 8 | -14
Cc1ccc(NC(=O)C2CCN(c3nc(C)cc(C)n3)CC2)cc1 | -0.9 | -6 | 0.1 | 0.0 | 2.3 | -0.6 | 10 | 0 | -5

# Some of the entries above, reformatted.
canonical_smiles	BioA inh	Anthrax LF inh2	PfHsp40 rescue	BoNT-A LC inh2	UGM FP inh	FadD28 FP inh	Mtb FBA inh	GDH-TPI inh	BoNT F protease
COc1ccc(C(CNC(=O)c2oc3ccc(F)cc3c2C)N2CCCCC2)cc1 (stereo unspecified)	2.8	-1	-0.9	1.6	-1.1	-4.2	0	-6	7
O=C1NCCCC1C(=O)N/N=C/c1cccc([N+](=O)[O-])c1 (stereo unspecified)	-1.4	-16	4.3	5.3	-0.9	1.2	-1	2	-34
CSc1ccc(S(=O)(=O)NC(C)c2ccccc2)cc1 (stereo unspecified)	nt	5	0.2	-0.1	-1.6	-3.6	0	-1	-8
CCOC(=O)c1nn(-c2ccc(C)cc2)cc1O	0.5	3	3.0	0.1	-0.9	0.4	8	9	1
NNC(=O)c1oc2nc(-c3ccccc3)cc(-c3ccccc3)c2c1N	-4.7	-7	0.1	-3.1	-0.7	-0.3	11	11	29
CCC(C)(C)C1CCC2(CC1)NC(=O)N(CC(=O)N1CCN(C(=O)c3ccco3)CC1)C2=O (stereo unspecified)	-1.1	nt	0.0	nt	0.9	-3.6	0	-5	nt
COc1ccccc1-c1cn(C(C)(C)C)nc1C	nt	0	-0.1	-0.3	1.5	0.3	-2	0	4

# Next section
SMILES,BioA inh,Anthrax LF inh2,PfHsp40 rescue,BoNT-A LC inh2,UGM FP inh,FadD28 FP inh,Mtb FBA inh,GDH-TPI inh,BoNT F protease
O=C1c2ccccc2C(Nc2ccc(F)c(Cl)c2)N1c1ccccn1 (stereo unspecified),-1.3,-8,-0.3,0.8,1.9,-2.1,-2,5,2
Cc1ccccc1C(=O)N1CC1C (stereo unspecified),-0.5,-6,-0.3,0.7,nt,-2.9,-1,3,-6
Fc1ccc(C(c2nnnn2Cc2cccs2)N2CCN(C3CCCCC3)CC2)cc1 (stereo unspecified),0.6,-3,1.1,0.4,2.0,-2.8,2,-7,3
NC1=C([N+](=O)[O-])C(c2ccccc2)C2=C(CCCC2=O)O1 (stereo unspecified),nt,0,-1.5,-0.6,2.3,-0.4,1,10,-1
O=C(Nc1ccc2c(c1)OCCO2)c1cnccn1,11,-3,-0.8,0.0,-0.8,-1.8,-3,16,-2
CC(=O)OC[C@]12CCC(C)=C[C@H]1O[C@@H]1[C@H](O)[C@@H](OC(C)=O)[C@@]2(C)[C@]12CO2,-1.0,-6,nt,-0.2,2.6,1.7,6,2,1
O=C(NCC(=O)N1CCN(c2ccccc2O)CC1)c1cccs1,4.4,-3,-1.1,0.2,1.3,-3.2,-1,-3,-2
C=CCN(Cc1nc(-c2cc(OC)ccc2OC)oc1C)C1CCS(=O)(=O)C1 (stereo unspecified),nt,-2,-0.6,0.5,0.1,0.0,19,9,-4
O=C(Nc1nncs1)Oc1ccccc1,0.2,-1,1.6,-0.1,2.1,-0.5,0,7,3
CCOc1ccc(CCNC(=O)CCN2C(=O)COc3ccccc32)cc1OCC,-0.2,1,1.5,0.3,1.7,-0.2,-1,7,-4
Cc1ccc(Cn2nnc3c(=O)n(Cc4cc(C)ccc4C)cnc32)cc1,0.7,2,-0.1,-0.3,-0.5,-5.0,-6,16,2
CCC(C)[C@H](N)C(=O)NC[C@H]1CC[C@H](C(=O)N[C@@H](Cc2ccccc2)C(=O)O)CC1 (stereo partly specified),-2.6,5,-1.3,-2.5,-0.5,-1.2,0,4,-5
Cc1cc(C)c(S(=O)(=O)N2CCC(C(=O)NCc3ccncc3)CC2)c(C)c1,1.1,7,-0.4,2.0,0.0,-7.2,0,-3,8
COC(=O)C1C(c2ccccc2)C(C(=O)N2CCOCC2)C1c1ccccc1 (stereo unspecified),-1.3,-2,1.9,?,0.8,-0.7,0,12,-1
CCOC(=O)c1cc(NC(=O)N2CCOCC2)c(C)nc1C,-0.6,0,-1.3,-0.3,0.3,0.4,5,-1,3
CCCCOC(=O)C1=C(N)OC2=C(C(=O)CCC2)[C@]12C(=O)Nc1ccccc12,0.3,-4,0.3,0.3,-0.1,1.7,2,-6,-8
Nc1nnnn1/N=C/c1cccc(O)c1,-1.2,-1,-0.8,-1.0,0.2,-1.9,1,14,-3
COc1ccc(NC(=O)CSc2nccn2Cc2ccccc2)cc1,0.5,2,-0.5,-0.6,-2.1,0.3,2,6,-4
CC(C)c1ccc(S(=O)(=O)N2CCN(C(=O)CN3C(=O)NC4(CCCCC4)C3=O)CC2)cc1,nt,-3,0.7,-0.1,-6.0,-1.2,-2,-8,0
O=S1(=O)CC/C(=N/Nc2ccccn2)c2cc(F)ccc21,nt,-1,0.2,-1.0,-0.9,-0.6,1,33*,-1
CC(C)(C)NC(=O)c1ccc(COCC(F)(F)F)o1,-1.3,0,-0.7,0.4,2.0,0.9,-2,0,1
COCCC(=O)N1CCCC(CCC(=O)NCc2ccc(F)c(F)c2)C1 (stereo unspecified),-0.5,-7,0.7,0.1,0.6,-1.4,4,2,-1
CCc1nc2ccc(C(=O)Nc3cccc(OCC(=O)N(C)C)c3)cn2c1N(CCN(C)C)CC1CC1,-1.7,-3,nt,0.2,nt,-0.7,0,6,-2
Cc1cc(C)c(NC(=O)CCn2nnc3ccccc32)c(C)c1,nt,0,0.0,-0.6,1.9,0.7,-1,6,-4
Cc1ccc(N2CC(C(=O)OCC(=O)Nc3ccccc3F)CC2=O)cc1 (stereo unspecified),nt,-10,-0.8,-0.2,1.1,-1.9,-1,10,1
CCOc1ccc(-n2cc(C(=O)NCCOC)c3cc(OC)c(OC)cc3c2=O)cc1,-0.4,-14,0.4,-0.9,-2.2,-1.8,0,0,-4
